# SR-BI DiI-HDL act: SR-BI HDL lipid transfer activation | CHO ldlA[mSR-BI] cells, DiI-HDL uptake fluorescence, 3 h; 100 = double the neutral-control signal | activation, % at 12.5 µM | 0.096% of 320,000 active;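 active = mean replicate activation of at least 60% and every replicate at or above 60%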;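 note: 0% = median plate neutral-control signal and 100% = twice that signal; values of inactives mirror those of a sister screen read the other way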
#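 System: CHO ldlA[mSR-BI] cells / Medium: HEPES-buffered (25 mM, pH 7.4) F12 plus 0.5% BSA / Probe or stimulus: labelled HDL, 10 µg/mL / Doses: single compound concentration, delivered by pin transfer / Schedule: 3 h, 37 °C / Measured by: DiI fluorescence, bottom read / Measure: cell-associated DiI fluorescence as measure of HDL uptake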
# RTF Ca sens inh: cardiac RTF calcium desensitization | IANBD-labeled cardiac RTF, Ca2+ fluorescence | inhibition, % at 7.15 µM | 0.12% of 340,000 active | AID 493244 | P19429+P45379;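 active = inhibition above the mean inhibition of all tested compounds plus 3 SD, cut at about 17% in these data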;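 note: assay run at fixed EC70 calcium of 1.6 mM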
# PKA-R2B activ: activates the human PKA-R2B holoenzyme complex | PKA-R2B holoenzyme dissociation, Cy5-IP20 fluorescence polarization; R2B truncated from residue 108, S112A mutant; 0% DMSO only, 100% 113 µM cGMP | activation, % at 11.4 µM | 0.079% of 340,000 active | AID 504700;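 active = activation above a cutoff set at the mean over all compounds plus 3 SD, cut at about 18% in these data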;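 note: higher means more holoenzyme dissociation and a rise in polarization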
# NSD2 HMT inh: NSD2 (human) methyltransferase inhibition; O96028; NSD2 peptide methylation, AlphaScreen, 120 min; inhibition, % at 12.5 µM; 0.54% of 310,000 active; in the data active = inhibition above about 50%
# Target sequence (O96028 whole entry, looked up): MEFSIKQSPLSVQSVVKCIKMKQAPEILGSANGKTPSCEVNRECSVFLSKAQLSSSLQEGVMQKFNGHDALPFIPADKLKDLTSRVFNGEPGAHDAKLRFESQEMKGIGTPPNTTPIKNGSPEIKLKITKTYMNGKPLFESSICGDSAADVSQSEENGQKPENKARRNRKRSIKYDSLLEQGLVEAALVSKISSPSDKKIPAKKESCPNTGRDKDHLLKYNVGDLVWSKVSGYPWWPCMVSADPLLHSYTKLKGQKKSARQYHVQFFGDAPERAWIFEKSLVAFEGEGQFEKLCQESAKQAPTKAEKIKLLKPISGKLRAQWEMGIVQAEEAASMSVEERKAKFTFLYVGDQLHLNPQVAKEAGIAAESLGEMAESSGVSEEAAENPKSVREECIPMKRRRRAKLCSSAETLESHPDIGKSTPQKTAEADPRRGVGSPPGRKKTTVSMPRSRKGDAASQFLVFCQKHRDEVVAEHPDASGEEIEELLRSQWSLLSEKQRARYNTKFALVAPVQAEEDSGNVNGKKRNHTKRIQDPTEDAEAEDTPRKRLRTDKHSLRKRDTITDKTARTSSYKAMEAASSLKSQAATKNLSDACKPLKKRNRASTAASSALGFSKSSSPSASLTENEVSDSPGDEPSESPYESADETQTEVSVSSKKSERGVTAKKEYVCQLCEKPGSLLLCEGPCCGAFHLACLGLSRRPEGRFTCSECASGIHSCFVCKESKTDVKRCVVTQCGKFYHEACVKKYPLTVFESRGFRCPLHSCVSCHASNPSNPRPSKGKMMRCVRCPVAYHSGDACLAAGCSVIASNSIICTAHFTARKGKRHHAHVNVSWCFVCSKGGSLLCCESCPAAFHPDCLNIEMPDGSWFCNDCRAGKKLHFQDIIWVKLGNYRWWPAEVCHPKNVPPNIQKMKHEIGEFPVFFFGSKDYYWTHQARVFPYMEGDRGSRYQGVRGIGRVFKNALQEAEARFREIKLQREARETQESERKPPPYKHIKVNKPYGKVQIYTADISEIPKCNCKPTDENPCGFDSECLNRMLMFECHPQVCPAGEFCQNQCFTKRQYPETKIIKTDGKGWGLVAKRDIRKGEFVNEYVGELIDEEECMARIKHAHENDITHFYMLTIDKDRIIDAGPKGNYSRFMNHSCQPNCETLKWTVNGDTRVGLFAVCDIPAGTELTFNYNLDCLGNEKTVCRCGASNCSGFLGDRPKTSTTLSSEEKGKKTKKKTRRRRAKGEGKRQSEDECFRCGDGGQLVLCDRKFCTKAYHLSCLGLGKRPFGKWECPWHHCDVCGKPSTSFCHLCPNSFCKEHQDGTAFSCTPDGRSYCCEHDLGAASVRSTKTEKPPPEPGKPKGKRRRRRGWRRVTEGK
# LANA DNA inh: blocks KSHV LANA C-terminal domain binding to DNA; MBP-C-LANA/FAM-LBS DNA binding, fluorescence polarization; inhibition, % at 9 µM; 0.078% of 340,000 active; AID 504423;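 active = highest replicate inhibition at or above 60% at 9 µM, even if other replicates fall short; inactive = all replicates below 60% inhibition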;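 note: 0% = neutral control wells and 100% = 4 µM acridine orange control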
# DAGLB inhibitor: diacylglycerol lipase beta (human) inhibition; Q8NCG7; AID 504411; 0.059% of 340,000 active; inhibition, % at 5.17 µM; HEK293T DAGLB membrane lysate, EnzChek fluorogenic substrate; in the data active = inhibition above about 34%;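 note: 0% = enzyme with vehicle and 100% = wells lacking enzyme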
# Keap1-Nrf2 PPI: Keap1-Nrf2 (human) interaction inhibition. Q14145. inhibition, % at 9.4 µM. Keap1 Kelch-Nrf2 peptide fluorescence polarization, 1536-well. 0.15% of 340,000 active; in the data active = inhibition above about 12%;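 note: human Keap1 Kelch domain with fluorescein labeled Nrf2 9mer peptide probe; 0% = neutral control wells and 100% = peptide positive control; higher means more block of Keap1 binding to Nrf2 peptide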
# PvdQ inh: blocks Pseudomonas aeruginosa PvdQ acylase activity; purified PvdQ acylase, fluorescence plate reader; inhibition, % at 10 µM; 0.063% of 340,000 active; AID 488965; in the data active = inhibition above about 30%, passing the limit was not always enough;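 note: 0% = vehicle neutral wells and 100% = reference inhibitor wells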
# SR-BI HDL uptake: mouse SR-BI HDL lipid transfer inhibition | Q61009 | ldlA[mSR-BI] CHO cells, DiI-HDL uptake fluorescence, 3 h | inhibition, % at 12.5 µM | 0.96% of 320,000 active | AID 488896;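 active = mean replicate inhibition of at least 70% and a set share of replicates each scoring 70 or more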;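 note: 0% = median of neutral control wells and 100% = median of positive control wells; values of inactives mirror those of a sister screen read the other way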
# Arr AP2 block: human beta-arrestin and AP2 interaction inhibition. FITC-arrestin peptide / GST-AP2 beads, flow cytometry; AP2 beta2 appendage carries R879A mutation. inhibition, % at 10 µM. 0.31% of 340,000 active. AID 504490;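 active = inhibition above a set limit, near 3 SD of compounds lacking own fluorescence, cut at about 54% in these data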;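 note: plate controls were DMSO wells for no effect and 5 µM unlabelled arrestin peptide for full effect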
#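 system = GST-tagged AP2 beta2-adaptin appendage (R879A) on 4 µm glutathione beads | reagent = FITC-labelled arrestin peptide probe, 50 nM final | schedule = compound with beads 12 min RT, then probe 1 h RT | signal = HyperCyt-sampled flow cytometry, FL1 channel, ex 488/em 535 nm | read-out = percent response from loss of bead-bound FITC fluorescence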
# Numbers without * were called inactive; · = no result given.
SMILES,SR-BI DiI-HDL act,RTF Ca sens inh,PKA-R2B activ,NSD2 HMT inh,LANA DNA inh,DAGLB inhibitor,Keap1-Nrf2 PPI,PvdQ inh,SR-BI HDL uptake,Arr AP2 block
CCC(=O)N1c2ccccc2[C@@H](N(C(C)=O)c2ccccc2)C[C@H]1C,9,-20,2,-4,0.8,3,-3,-3,-9,30
O=C(NC1CCCC1)C(c1ccccc1F)N(C(=O)Cc1cccs1)c1ccc2c(c1)OCCO2 (centres undefined),6,-16,-5,-1,0.3,-1,-9,-10,-6,1
COc1c(C)cc(Br)cc1C(=O)NC(=S)NCc1ccco1,-15,-7,2,-1,2.7,-21,0,-10,15,0
C/C(=N\Nc1ccc(S(N)(=O)=O)cc1[N+](=O)[O-])c1ccc2c(c1)OCO2,-44,-8,3,1,-0.1,37*,1,-8,44,-3
CN(C)S(=O)(=O)c1ccc(C(=O)NCc2nnc(SCC(=O)N3CCCCCC3)o2)cc1,30,-6,-8,16,0.9,1,7,3,-30,32
O=C(CCCC(=O)Nc1cccc(Br)c1)N/N=C/c1cc([N+](=O)[O-])ccc1O,7,-10,0,3,-0.9,11,3,-11,-7,0
Cc1cc(NC(=O)CCC(=O)N(Cc2ccco2)C2(C(=O)NC3CCCCC3)CCN(C)CC2)no1,4,-5,-5,·,0.4,1,3,-4,-4,29
COCCCNC(=O)Cn1cc(C(=O)c2cccs2)c2ccccc21,-3,0,-8,2,-1.3,0,-4,-5,3,-8
CCN(CC)S(=O)(=O)c1ccc(-c2nnc(SCc3nnc(-c4ccc(C)cc4)o3)o2)cc1,-39,-1,-1,-1,-1.0,0,-8,-14,39,-13
O=C(O)c1cc(/C=C/c2ccc(N3CCOCC3)c([N+](=O)[O-])c2)nc2ccccc12,9,-8,0,5,0.9,1,-2,-15,-9,0
Cc1ccc(-n2ncc3c(=O)n(-c4ccc(C)c(C)c4)c(-c4ccco4)nc32)cc1,-44,-1,-8,3,-0.4,-9,-5,-17,44,7
CCc1nnc(NC(=O)CSc2nnc3c4ccccc4n(C)c3n2)s1,3,-16,13,1,-2.1,1,1,-9,-3,28
Cc1ccccc1C(=O)OCC(=O)Nc1cccc(S(=O)(=O)NC2=NCCC2)c1,53,-4,-6,2,-1.4,-4,3,-8,-53,-3
Cc1cc(C)c(S(=O)(=O)Nc2ccc(OCC(=O)O)cc2)c(C)c1,·,-14,8,·,-3.4,-2,-2,-9,·,-1
O=C(Nc1nc2ccccc2[nH]1)c1ccccc1[N+](=O)[O-],18,-9,0,0,2.4,0,-6,-6,-18,2
COC(CNC(=O)c1ccc2c(c1)ncn2-c1cccc(F)c1)OC,15,-25,-2,-2,0.4,1,-3,-14,-15,0
N#C/C(=C\c1ccc(O)c(Br)c1)C(=O)NCc1ccccc1,13,-7,2,·,0.0,0,-1,-2,-13,24
CCOC(=O)C1=C(C)N=C2SC(C)C(=O)N2C1c1cccc(F)c1 (centres undefined),-5,-4,-12,-2,-1.4,-5,-6,-6,5,14
CCOc1ccc(NS(=O)(=O)c2ccc(C(=O)NCCN3CCOCC3)cc2)cc1,24,-11,-11,1,1.3,2,-7,-21,-24,-1
O=C1CN(C(=O)CSc2nncs2)c2ccccc2N1,34,-12,4,-2,0.6,0,1,-13,-34,16
O=C(NCC(=O)N1CCN(S(=O)(=O)c2cccs2)CC1)c1ccc(Cl)cc1,-2,0,-5,0,-0.7,0,1,-7,2,-3
C=CCN(C1CCCCC1)S(=O)(=O)c1ccc2c(c1)oc(=O)n2C,-2,5,1,·,-2.0,-4,-5,5,2,24
CSc1nsc(SC)c1NC(=O)Nc1ccccn1,12,6,-19,-1,-1.0,0,-5,-2,-12,-3
Cc1ccc(CC(=O)Nc2cccc(S(=O)(=O)N3CCOCC3)c2)cc1,3,-6,0,-1,0.4,1,-6,-13,-3,-15
COc1ccc(N(CC(=O)NCCSc2ccccn2)S(=O)(=O)c2ccccc2)cc1OC,-12,-15,5,-1,-0.6,-4,-3,-7,12,6
CCc1cccc2c(C(=O)COC(=O)c3c(C)noc3C)c[nH]c12,-22,-6,-8,-1,-1.3,-6,-5,-8,22,-15
C/C(=C\CCC1(C)C2CC3C(C2)C31C)C(=O)O (centres undefined),19,6,-2,·,-0.1,0,-5,-26,-19,3
CN(C1CCCCC1)S(=O)(=O)c1ccccc1,25,0,-8,8,0.9,-6,-1,1,-25,2
Cc1ccc([N+](=O)[O-])cc1NC(=O)CCc1ccccc1,-23,-7,0,2,-1.0,1,-2,-3,23,-15
Brc1ccc2c(c1)C(c1cccs1)=NNC(c1cccnc1)=N2,3,0,-5,1,-1.1,2,-8,-3,-3,-7
COc1cc(NC(=O)Cc2ccc(OC)c(S(=O)(=O)N3CCOCC3)c2)c(OC)cc1Cl,-10,-20,5,0,-1.7,-2,-2,-16,10,-12
COc1ccc(S(=O)(=O)N2CCN(Cc3ccco3)CC2)cc1,23,-19,3,-2,-0.8,-3,5,-18,-23,-5
Cc1ccc(S(=O)(=O)N2CCN(C(=O)COC(=O)c3cc(C)oc3C)CC2)cc1,-26,2,-12,10,-0.5,-1,0,-6,26,4
CC(C)N(Cc1ccccc1)C(=O)COC(=O)c1ccc2ncsc2c1,-7,-11,-3,-4,-0.1,-1,1,-16,7,6
OC(Cn1cccn1)c1ccccc1 (centres undefined),12,-14,-3,1,0.9,0,1,-4,-12,15
CCc1noc(C)c1C(=O)OCC(=O)NCc1ccccc1OC,9,-4,3,-2,-4.9,-3,-1,0,-9,13

# Brought forward from above: three compounds, followed by the next part.
SMILES,SR-BI DiI-HDL act,RTF Ca sens inh,PKA-R2B activ,NSD2 HMT inh,LANA DNA inh,DAGLB inhibitor,Keap1-Nrf2 PPI,PvdQ inh,SR-BI HDL uptake,Arr AP2 block
CC(C)N(Cc1ccccc1)C(=O)COC(=O)c1ccc2ncsc2c1,-7,-11,-3,-4,-0.1,-1,1,-16,7,6
OC(Cn1cccn1)c1ccccc1 (centres undefined),12,-14,-3,1,0.9,0,1,-4,-12,15
CCc1noc(C)c1C(=O)OCC(=O)NCc1ccccc1OC,9,-4,3,-2,-4.9,-3,-1,0,-9,13
O=C(NC(c1ccccc1)c1ccccc1)C1CCCO1 (centres undefined),20,11,1,-1,-0.3,0,-2,-14,-20,11
COC1=C/C(=C/c2c(N)n3nc(-c4ccc(C)cc4)sc3nc2=O)C=CC1=O,-36,-8,-6,14,-3.8,16,-7,-3,36,-15
CCN(C(=O)COC(=O)c1ccccc1NC(=O)c1ccco1)C1CCS(=O)(=O)C1 (centres undefined),-7,-15,-2,46,-2.3,0,-6,-13,7,2
CCOC(=O)c1ccccc1NS(=O)(=O)c1ccc(S(=O)(=O)N2CCCC2)cc1,-13,-15,-6,-1,-3.5,-5,-2,-6,13,11
COc1ccc(-n2c(COc3cccc4ccccc34)nnc2SC(C)C(=O)O)cc1 (centres undefined),-11,2,-5,5,-1.6,-3,-6,9,11,18
CCc1cc(Br)ccc1NC(=O)C1CCCO1 (centres undefined),-13,-9,2,-3,-1.0,-2,-3,-5,13,-2
CC(C)Oc1ccc(CNC(=S)N/N=C/c2cccnc2)cc1,0,-6,-16,-3,-4.9,1,-3,10,0,2
COc1ccc(N2C(=O)S[C@@H]3CS(=O)(=O)C[C@@H]32)cc1,25,-1,8,6,-0.5,2,2,2,-25,31
COC(=O)c1sc(S(=O)(=O)N2CCCCC2)c(C(=O)OC)c1C,-8,0,7,-2,0.0,0,3,-6,8,3
CC[C@H]1CN2CCc3cc(OC)c(OC)cc3C2C[C@@H]1C[C@H]1NCCc2cc(OC)c(OC)cc21 (some centres undefined),-4,-3,5,·,-6.5,2,4,-2,4,14
COc1cc(/C=N/NC(=O)c2ccc3c(c2)OCCO3)cc(Cl)c1O,-9,-2,-2,-4,-0.1,-3,-2,9,9,18
N#CCSc1nc2sc3c(c2c(=O)n1C1CCCCC1)CCCC3,-28,-8,0,1,0.2,-1,-1,-6,28,9
NC(=O)c1cc(C(=O)Cc2ccccc2)c[nH]1,31,-9,-6,0,-0.6,-2,-1,11,-31,-3
O=C(N/N=C/c1ccsc1)c1cc2ccccc2o1,17,0,2,-2,0.2,-3,4,-7,-17,-5
O=C(O)C1C2CCC(C2)C1C(=O)NCCC1=CCCCC1 (centres undefined),34,3,-15,-6,0.1,0,-2,7,-34,12
c1ccc(N2CCN(c3c4c(nc5ncnn35)CCC4)CC2)cc1,12,-1,1,1,-0.1,0,-2,-16,-12,-6
Cc1cc(C)n(-c2ccc(C(=O)Nc3ccc(C)c(S(=O)(=O)N4CCOCC4)c3)cc2)n1,·,3,0,16,-2.2,-5,-2,-3,·,-7
Cc1ccc(/C=N/NC(=S)NC(C)C)o1,-13,4,-2,7,1.1,1,-5,11,13,11
CNC(=O)C1Cc2ccccc2CN1S(=O)(=O)c1cccs1 (centres undefined),-10,-11,-15,-2,-0.6,3,4,9,10,6
O=C(Nc1ccc(Br)cc1)c1ccccc1Br,-10,0,-7,-3,-0.6,-3,-1,-1,10,33
CCOC(=O)CSc1nnc(Cn2c(=O)sc3ccccc32)n1-c1ccccc1C,11,-4,-1,·,-1.0,0,-2,7,-11,18
CCC1(NC(C)=O)CC2CC1CC2NC(C)=O (centres undefined),26,-6,2,2,-0.6,1,2,4,-26,37
Cc1nn(Cc2ccc(Cl)cc2Cl)c(Cl)c1/C=C/C(=O)OCC(=O)NCC(F)(F)F,0,-8,-3,-1,0.0,-11,-4,-14,0,81*
COc1cccc(N2CCN(C(=O)c3cc(-c4ccccc4)nc4c3cnn4C(C)C)CC2)c1,-16,0,7,1,-1.0,-7,7,8,16,13
Cc1cc(C)c(C(=O)N2CCCC(N3CCN(c4cccc(C(F)(F)F)c4)CC3)C2)o1 (centres undefined),-69,0,-7,12,0.4,-6,1,9,69,20
c1ccc(N2CCN(c3cnccn3)CC2)nc1,10,-9,-7,5,-1.0,1,-1,9,-10,14
C=CCN1C2CCCC1CC(NC(=O)Nc1cc(C)cc(C)c1)C2 (centres undefined),-2,-21,1,0,-2.0,0,-2,7,2,6
CC(C)(C)c1ccc(OCC(=O)NCc2ccco2)c(Br)c1,1,-7,-7,1,0.2,1,-9,-14,-1,-12
O=c1[nH]n(CC2COC3(CCCCC3)O2)c(=O)c2ccccc12 (centres undefined),-11,-3,-3,5,0.7,-2,1,-14,11,12
CCn1cc(C(=O)NCCN(CC(C)C)CC(C)C)c(=O)c2cc(S(=O)(=O)N3CCOCC3)ccc21,6,-4,5,-3,0.7,3,-4,12,-6,1

# Compound activity as filed in PubChem.
